# pCIP destab – compounds decreasing mouse p/CIP protein stability; Q05BA5; F442A p/CIP-EGFP cells, EGFP fluorescence, 16 h; decrease of EGFP signal, % at 10 µM; hit rate 0.01% among 290,000; AID 1984;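 active = EGFP signal decrease of at least 30% at 10 µM or well 3 SD below plate mean, unless failing retest; inactive = the rest, including hits failing retest or dose response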; note: some compounds called inactive have numbers as strong as hits; many of its hits are not listed in these tables
# MEKK3 PB1 HTS – raises or lowers MEK5 binding to the human MEKK3 PB1 domain. Q99759. hit rate 1.4% among 290,000. binding response (% of control), % at 10 µM. bead-based flow cytometry, Alexa488-MEK5 binding to MEKK3; actives lie on both sides; 0 = blocked by unlabeled MEK5, 100 = vehicle;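 active = binding response more than 3 SD above or below the average of its plate-row segment, actives on both sides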;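 note: Alexa488 bead fluorescence after subtracting the streptavidin-only scavenger bead signal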
# IDE act – boosts human insulin-degrading enzyme activity in HEK cells; FAbeta-B cleavage, fluorescence polarization; 0% vehicle, 100% cell-free pure enzyme wells; activation, % at 5.96 µM; hit rate 0.073% among 340,000; AID 493087;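 active = activation above the mean of all tested compounds plus 3 SD, set per screening campaign, cut at about 17% in these data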
# VIM-2 inh – inhibitors of Pseudomonas aeruginosa VIM-2 metallo-beta-lactamase; AID 1527; inhibition, % at 5.6 µM; purified VIM-2, nitrocefin hydrolysis, epi-absorbance fluorescence; hit rate 0.89% among 290,000;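 active = inhibition above the mean of all tested compounds plus 3 SD, cutoff set per screening run, cut at about 7.5% in these data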;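 note: red hydrolysis product quenches plate fluorescence so inhibitors raise well fluorescence; 0% = enzyme with DMSO and 100% = DMSO without enzyme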
# PHOSPHO1 inh – blocks human PHOSPHO1 phosphatase activity. Q8TCT1. recombinant PHOSPHO1, absorbance phosphatase assay. inhibition, % at 13.3 µM. hit rate 1.1% among 290,000; in the data active = inhibition above about 60%
# Target sequence (Q8TCT1 whole entry, looked up): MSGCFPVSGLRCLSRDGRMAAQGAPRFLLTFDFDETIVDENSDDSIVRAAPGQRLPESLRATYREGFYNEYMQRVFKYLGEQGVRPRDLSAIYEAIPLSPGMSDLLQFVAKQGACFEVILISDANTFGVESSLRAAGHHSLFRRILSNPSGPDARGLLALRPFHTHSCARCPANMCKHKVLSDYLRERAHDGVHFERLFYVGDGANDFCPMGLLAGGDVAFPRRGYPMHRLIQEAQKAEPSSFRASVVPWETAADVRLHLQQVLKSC
# FID counter – fluorescent intercalator displacement, NS3 helicase counter-screen; DNA fluorescent intercalator displacement, fluorescence; inhibition, % at 7.9 µM; hit rate 0.17% among 290,000; in the data active = inhibition above about 37%;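 note: 0% = vehicle and 100% = reference compound; higher means more ethidium bromide displaced from hairpin DNA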
# IMP-1 inh – inhibitors of Pseudomonas aeruginosa IMP-1 metallo-beta-lactamase. purified IMP-1, nitrocefin hydrolysis, epi-absorbance fluorescence. inhibition, % at 5.6 µM. hit rate 0.45% among 290,000. AID 1556;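 active = inhibition above the mean plus 3 SD of all compounds in the same screening run, cut at about 4.5% in these data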;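 note: 0% = IMP-1 with DMSO and 100% = DMSO wells lacking enzyme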
#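 System: purified IMP-1 / Input: IMP-1 dispensed at 0.2 nM / Medium: 50 mM HEPES pH 7.1, 50 µM ZnSO4, 0.05% Brij 35 / Timing: 15 min enzyme–compound preincubation, then 25 min nitrocefin reaction, 25 °C / Technique: plate fluorescence quenching by hydrolysis product, ex 480/em 530 nm / Repeats: singlicate testing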
# HCV NS3 hel inh – HCV NS3 helicase inhibition; NS3 helicase DNA unwinding, Cy5 molecular beacon fluorescence; inhibition, % at 10.9 µM; hit rate 0.56% among 290,000; AID 1800;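 active = inhibition above the mean of all tested compounds plus 3 SD, set per campaign, cut at about 35% in these data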;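 note: 0% = DMSO wells and 100% = thioflavine S control wells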
#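 Measured by: Cy5 fluorescence, 0 and 60 min reads / Assay system: NS3 helicase fragment of HCV / Control set: low DMSO, high thioflavine S at 110 µM / Times: 1 h reaction at 25 °C, ATP-initiated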
# UBC9 SUMO inh – blocks human SUMOylation mediated by UBC9 | inhibition, % at 35 µM | HTRF SUMOylation assay, SAE1/SAE2 + UBC9, in vitro | hit rate 0.36% among 290,000; in the data active = inhibition above about 50%, passing the limit was not always enough; note: strong numbers were not always called active
# Target sequence (P63279 whole entry, looked up): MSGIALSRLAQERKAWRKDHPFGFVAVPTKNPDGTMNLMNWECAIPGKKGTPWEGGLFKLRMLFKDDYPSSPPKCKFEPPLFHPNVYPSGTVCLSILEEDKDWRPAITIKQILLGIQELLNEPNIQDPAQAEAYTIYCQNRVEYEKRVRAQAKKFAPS
# An asterisk follows results filed as active; / = no result given.
# Key to letters – A = pCIP destab; B = MEKK3 PB1 HTS; C = IDE act; D = VIM-2 inh; E = PHOSPHO1 inh; F = FID counter; G = IMP-1 inh; H = HCV NS3 hel inh; I = UBC9 SUMO inh
(1) O=C1CC(N2CCN(c3ccccn3)CC2)C(=O)N1CC(c1ccccc1)c1ccccc1 (stereo not given)
  A = 8; B = 108; C = 3; D = 2.3; E = -21; F = -37; G = 4.2; H = -2; I = -2

(2) Cc1ccc(S(=O)(=O)NCC(=O)N(CC(=O)NC2CCCC2)c2ccc3c(c2)OCCO3)cc1
  A = 4; B = 96; C = 8; D = 0.1; E = -7; F = -36; G = -0.1; H = 7; I = -5

(3) CCn1cc(C(=O)N(CCCN2CCOCC2)Cc2ccco2)c(=O)c2ccc(C)nc21
  A = -6; B = 100; C = 5; D = -0.5; E = 45; F = 1; G = -3.5; H = -2; I = 8

(4) CCN(C(=S)NCCOC)c1cccc2ccccc12
  A = -6; B = 102; C = 0; D = -4.0; E = -13; F = -15; G = -2.5; H = 44*; I = -4

(5) COc1cc(OC)cc(Oc2ccc(S(=O)(=O)N3CCCCC3)cc2[N+](=O)[O-])c1
  A = -6; B = 99; C = 1; D = -2.4; E = 35; F = -11; G = -2.3; H = -13; I = -18

(6) Cn1c(SCC(N)=O)nnc1C1CCN(C(=O)NC2CCCCC2)CC1
  A = -8; B = 104; C = 7; D = -3.5; E = 14; F = 4; G = -2.8; H = 4; I = 26

(7) CCOc1ccc(S(=O)(=O)N2CCCC(C(=O)NC3CCCC3)C2)cc1 (stereo not given)
  A = 3; B = 101; C = -1; D = 0.7; E = /; F = -28; G = -2.6; H = 4; I = -1

(8) COc1cccc(N2C(=NC(=O)CCC3CCCC3)SC3CS(=O)(=O)CC32)c1 (stereo not given)
  A = -8; B = 96; C = 0; D = -0.6; E = 24; F = -19; G = -2.3; H = 1; I = 3

(9) COc1ccc(CNCc2cc3c(C(C)(C)C)nn(-c4ccccc4)c3[nH]c2=O)cc1
  A = 5; B = 98; C = 3; D = -2.3; E = 8; F = 9; G = -4.4; H = -10; I = 1

(10) Cc1ccc(C)c(S(=O)(=O)N2CCN(Cc3ccc(O)c4ncccc34)CC2)c1
  A = -20; B = 97; C = 6; D = -2.5; E = -52; F = -15; G = -2.7; H = -3; I = -43

(11) CN1CCN(CC(=O)N2c3ccccc3C(=O)Nc3cccnc32)CC1
  A = 14; B = 103; C = /; D = -3.7; E = 4; F = 1; G = -4.3; H = -1; I = -22

(12) CCOC(=O)c1ccc(NC(=O)CSc2nnc(CNC(=O)c3ccccc3F)o2)cc1
  A = 1; B = 102; C = -6; D = -2.6; E = 6; F = -9; G = -4.6; H = -3; I = 3

(13) Cc1nn(C)c(C)c1CCC(=O)N1CCCC(Nc2ccc(C(C)C)cc2)C1 (stereo not given)
  A = 11; B = 97; C = 0; D = 0.2; E = 4; F = -50; G = -4.9; H = 26; I = -6

(14) CCC(C)(C(=O)NC1CCCC1)N(Cc1cccs1)C(=O)Cc1cccs1 (stereo not given)
  A = -6; B = 100; C = 4; D = -1.6; E = 3; F = -29; G = -2.4; H = 4; I = 5

(15) COc1ccc(OC)c(Nc2nc(-c3ccncc3)nc3ccccc23)c1
  A = -12; B = 104; C = -3; D = 7.4; E = 14; F = -30; G = 0.4; H = -29; I = 28

(16) O=C(N/N=C/c1ccncc1)c1nn(Cc2ccccc2)c(=O)c2ccccc12
  A = 15; B = 99; C = 1; D = -1.9; E = 0; F = -19; G = -3.3; H = 4; I = 18

(17) O=C(CSc1nnc2ccccn12)NNC(=O)c1ccc(F)cc1
  A = -4; B = 100; C = -2; D = -2.8; E = 1; F = -1; G = -3.4; H = 8; I = -1

(18) CCOc1ccc(-c2cc(C(=O)NCC3CCCO3)c3ccccc3n2)cc1 (stereo not given)
  A = 3; B = 97; C = -4; D = 0.7; E = 3; F = -17; G = 1.3; H = -2; I = 42

(19) Cc1ccc(-n2[nH]c(C)c(C=NC34CN5CN(CN(C5)C3)C4)c2=O)cc1C
  A = -11; B = 113; C = 0; D = -0.8; E = -6; F = -4; G = -1.1; H = 5; I = 0

(20) O=C1CN(c2ccc(F)cc2)C(=S)N1c1ccccc1
  A = -19; B = 101; C = 4; D = -4.7; E = -16; F = -4; G = -3.3; H = 4; I = 7

(21) N#Cc1c(C(F)(F)F)cc(-c2ccco2)nc1SCc1ccccn1
  A = -43; B = 101; C = 0; D = 0.9; E = -41; F = 28; G = -1.5; H = 19; I = 24

(22) O=C(Nc1ccc2nsnc2c1)c1cccs1
  A = -20; B = 108; C = 5; D = -1.3; E = 2; F = 4; G = -2.4; H = -3; I = 43

(23) CS(=O)(=O)N1CCCC(C(=O)Nc2ccc(F)cc2)C1 (stereo not given)
  A = 8; B = 105; C = 4; D = -1.0; E = 24; F = -3; G = -0.2; H = 3; I = 17

(24) CN1CCC(C2(O)c3ccccc3CCc3ccccc32)CC1
  A = -7; B = 98; C = 0; D = -3.5; E = 4; F = 3; G = -0.3; H = -7; I = -9

# Shown in transposed form: 2 of the compounds above.
[7] CCOc1ccc(S(=O)(=O)N2CCCC(C(=O)NC3CCCC3)C2)cc1 (stereo not given)
[16] O=C(N/N=C/c1ccncc1)c1nn(Cc2ccccc2)c(=O)c2ccccc12
Assay by compound,7,16
pCIP destab,3,15
MEKK3 PB1 HTS,101,99
IDE act,-1,1
VIM-2 inh,0.7,-1.9
PHOSPHO1 inh,/,0
FID counter,-28,-19
IMP-1 inh,-2.6,-3.3
HCV NS3 hel inh,4,4
UBC9 SUMO inh,-1,18

# Some of these compounds in order of SMILES length, low to high:
# Key to letters – A = pCIP destab; B = MEKK3 PB1 HTS; C = IDE act; D = VIM-2 inh; E = PHOSPHO1 inh; F = FID counter; G = IMP-1 inh; H = HCV NS3 hel inh; I = UBC9 SUMO inh
(17) O=C(CSc1nnc2ccccn12)NNC(=O)c1ccc(F)cc1
  A = -4; B = 100; C = -2; D = -2.8; E = 1; F = -1; G = -3.4; H = 8; I = -1

(18) CCOc1ccc(-c2cc(C(=O)NCC3CCCO3)c3ccccc3n2)cc1 (stereo not given)
  A = 3; B = 97; C = -4; D = 0.7; E = 3; F = -17; G = 1.3; H = -2; I = 42

(7) CCOc1ccc(S(=O)(=O)N2CCCC(C(=O)NC3CCCC3)C2)cc1 (stereo not given)
  A = 3; B = 101; C = -1; D = 0.7; E = /; F = -28; G = -2.6; H = 4; I = -1

(19) Cc1ccc(-n2[nH]c(C)c(C=NC34CN5CN(CN(C5)C3)C4)c2=O)cc1C
  A = -11; B = 113; C = 0; D = -0.8; E = -6; F = -4; G = -1.1; H = 5; I = 0

(9) COc1ccc(CNCc2cc3c(C(C)(C)C)nn(-c4ccccc4)c3[nH]c2=O)cc1
  A = 5; B = 98; C = 3; D = -2.3; E = 8; F = 9; G = -4.4; H = -10; I = 1

# Three of the entries above in order of their number in VIM-2 inh, descending:
item | Compound | pCIP destab | MEKK3 PB1 HTS | IDE act | VIM-2 inh | PHOSPHO1 inh | IMP-1 inh | HCV NS3 hel inh | UBC9 SUMO inh
1 | O=C1CC(N2CCN(c3ccccn3)CC2)C(=O)N1CC(c1ccccc1)c1ccccc1 (stereo not given) | 8 | 108 | 3 | 2.3 | -21 | 4.2 | -2 | -2
17 | O=C(CSc1nnc2ccccn12)NNC(=O)c1ccc(F)cc1 | -4 | 100 | -2 | -2.8 | 1 | -3.4 | 8 | -1
4 | CCN(C(=S)NCCOC)c1cccc2ccccc12 | -6 | 102 | 0 | -4.0 | -13 | -2.5 | 44* | -4

# The list is partial; the hit share may differ from the screen's.
